# CHRM5 antagonist – CHRM5 antagonism in calcium assay; CHO-hM5 cells, Fluo-8 calcium fluorescence, ACh EC80; inhibition, % at 3 µM; actives 0.59% (n = 360,000); P08912; AID 624040;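 active = inhibition above a per-plate cutoff, the mean of that plate's test compounds plus 3 SD, cut at about 27% in these data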;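 note: 0% = acetylcholine EC80 with DMSO and 100% = DMSO without agonist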
# Target sequence (P08912 whole entry, looked up): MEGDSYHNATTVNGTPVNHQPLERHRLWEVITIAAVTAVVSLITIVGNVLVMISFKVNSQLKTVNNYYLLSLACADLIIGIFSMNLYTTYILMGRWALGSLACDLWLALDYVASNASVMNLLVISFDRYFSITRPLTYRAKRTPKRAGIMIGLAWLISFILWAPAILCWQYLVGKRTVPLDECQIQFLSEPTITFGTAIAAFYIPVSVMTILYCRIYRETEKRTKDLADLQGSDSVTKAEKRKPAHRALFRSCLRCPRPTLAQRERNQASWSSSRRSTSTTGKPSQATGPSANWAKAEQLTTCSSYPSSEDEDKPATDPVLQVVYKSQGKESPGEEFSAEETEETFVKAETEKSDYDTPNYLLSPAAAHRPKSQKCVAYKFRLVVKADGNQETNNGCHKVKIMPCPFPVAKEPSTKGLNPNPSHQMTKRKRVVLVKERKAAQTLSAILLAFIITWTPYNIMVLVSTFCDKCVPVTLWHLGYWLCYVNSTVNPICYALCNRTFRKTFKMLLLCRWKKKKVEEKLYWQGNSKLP
# CRFBP-R2 agonist – CRF-BP/CRF-R2 complex agonism; activation, % at 13.2 µM; HEK293 CRF-R2/CRF-BP, calcium dye fluorescence (FLIPR); percent of saturating CRF peptide response; actives 0.46% (n = 350,000);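 active = activation of at least 50%, plus an integration ratio under a set limit after plate pattern correction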;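 note: plate controls were neutral control wells without compound for no effect and CRF at EC100 for full effect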
# IDE inh – inhibitors of human insulin-degrading enzyme in cells | HEK cells, FAbetaB cleavage, fluorescence polarization | inhibition, % at 5.59 µM | actives 0.41% (n = 320,000);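 active = percent inhibition above the average of all tested compounds plus 3 SD, set per screening campaign, cut at about 16% in these data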;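 note: IDE supplied by intact live HEK cells; FP after avidin binding of uncleaved biotin substrate so inhibition keeps polarization high; 0% = DMSO wells and 100% = 60 µM reference IDE inhibitor Ii1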
# M4 antag – blocks acetylcholine activation of human M4 receptor. actives 0.73% (n = 360,000). P08173. CHO-hM4 cells, ACh EC80, Fluo-8 calcium fluorescence. inhibition, % at 3 µM;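 active = inhibition above its plate's cutoff, the mean inhibition of sample wells plus 3 SD, cut at about 27% in these data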;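 note: 0% = acetylcholine EC80 with DMSO and 100% = DMSO without agonist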
# Target sequence (P08173 whole entry, looked up): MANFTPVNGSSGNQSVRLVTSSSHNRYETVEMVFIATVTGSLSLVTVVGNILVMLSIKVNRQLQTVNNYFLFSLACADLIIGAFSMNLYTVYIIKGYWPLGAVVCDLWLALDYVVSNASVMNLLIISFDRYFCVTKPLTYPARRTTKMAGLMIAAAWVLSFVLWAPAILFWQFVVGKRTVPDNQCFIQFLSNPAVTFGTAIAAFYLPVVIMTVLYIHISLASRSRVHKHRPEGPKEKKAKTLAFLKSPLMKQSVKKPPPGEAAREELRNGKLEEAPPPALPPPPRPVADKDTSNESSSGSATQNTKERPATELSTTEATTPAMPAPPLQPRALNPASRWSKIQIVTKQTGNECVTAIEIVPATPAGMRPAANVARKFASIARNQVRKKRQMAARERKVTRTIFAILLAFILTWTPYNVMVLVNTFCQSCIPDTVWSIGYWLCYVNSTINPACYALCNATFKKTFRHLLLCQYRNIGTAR
# CRFBP-R2 block – blocks CRF-induced signaling of the CRF-BP/CRF-R2 complex | HEK293 CRF-R2/CRF-BP, CRF-induced calcium fluorescence | inhibition, % at 11.8 µM | actives 0.59% (n = 350,000);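 active = inhibition of the ligand-induced calcium signal above about 50% at the single tested concentration, limit read from the data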
# M4 PAM – potentiates acetylcholine response at human M4 receptor; P08173; CHO-K1 hM4/Gqi5, Fluo-8 calcium fluorescence, ACh EC20; 0% = ACh EC20, 100% = maximal ACh; activation, % at 3 µM; actives 0.4% (n = 360,000); AID 624126;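 active = activation above its plate's cutoff, the mean activation of sample wells plus 3 SD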; note: some results filed as inactive read as strong as hits
# CHRM5 PAM – positive allosteric modulators of human muscarinic M5 receptor; P08912; CHO-K1 hM5, Fluo-8 calcium, ACh EC20 PAM; 0% = ACh EC20, 100% = ACh EC100; activation, % at 3 µM; actives 0.3% (n = 360,000);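 active = activation above the run cutoff, the mean activation of all test compounds plus 3 SD, cut at about 18% in these data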
#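 Assay system: CHO-K1 hM5 cells / Incubation: Fluo-8 loading 80 min at 37 °C plus 30 min room temperature / Technique: Fluo-8 calcium dye fluorescence, kinetic read / Repeats: single replicate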
# M5 ag – agonists of human muscarinic M5 receptor (CHRM5); P08912; CHO-K1 hM5 cells, Fluo-8 calcium fluorescence; 0% DMSO wells, 100% maximal acetylcholine response; activation, % at 3 µM; actives 0.19% (n = 360,000);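 active = activation above the run's mean over test compounds plus 3 SD, cut at about 23% in these data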;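 note: signal is peak over basal fluorescence ratio across the kinetic read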
# M4 ag – CHRM4 agonism in calcium assay. P08173. CHO-K1 hM4/Gqi5, Fluo-8 calcium fluorescence; vehicle 0%, full acetylcholine response 100%. activation, % at 3 µM. actives 0.14% (n = 360,000). AID 624127;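 active = activation above the run mean over all test wells plus 3 SD, cut at about 32% in these data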;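 note: peak over basal fluorescence ratio per well then scaled between controls; 0% = DMSO wells and 100% = acetylcholine at EC100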
# Starred values were filed as active, the others as inactive; / = no result given. No enrichment for hits. Share with any hit: about 2.9%.
SMILES,CHRM5 antagonist,CRFBP-R2 agonist,IDE inh,M4 antag,CRFBP-R2 block,M4 PAM,CHRM5 PAM,M5 ag,M4 ag
CCOc1cc(C(=S)N2CCOCC2)ccc1OC(=O)c1cc(OC)c(OC)c(OC)c1,-8,-1.4,-3,-7,10,3,2,1,0
COc1ccc(S(=O)(=O)Nc2cccnc2)c(Cl)c1Cl,8,-2.6,3,2,-7,-13,-4,-6,1
Clc1cccc(Cc2c(-c3cccc(Br)c3)nc3ccc(Br)cn23)c1,4,/,/,1,/,-9,-4,1,0
C=CCn1c(=O)c2ccccc2n2c(SCc3c(C(=O)OCC)oc4ccccc34)nnc12,-5,-1.3,-1,0,-1,2,3,1,0
COc1ccc(C)cc1NC(=O)CSc1nc2ccccc2nc1N1CCCC1,5,0.3,-1,11,-22,-1,-6,1,-1
CCc1cccc(NC(=O)CSC2=NS(=O)(=O)c3ccccc32)c1,3,3.5,2,-1,-33,-3,-3,3,0
CCN1CC(c2ccccc2)C(c2ccc(Cl)cc2)=N1 (configuration not stated),0,-1.4,-1,0,-92,-5,-6,-5,-2
O=C(N/N=C/c1ccco1)c1cc(-c2ccccc2)nc2ccccc12,20,-0.5,9,4,-1,1,-6,-2,2
CC(=O)Nc1ccccc1N(CC(O)Cn1c2ccccc2c2ccccc21)S(=O)(=O)c1ccc(C)cc1 (configuration not stated),16,-0.4,-1,12,0,-9,-10,-3,3
COc1ccc(-c2nnc(NC(=O)CSc3ccc(Cl)cc3)s2)cc1OC,4,-0.6,3,-3,0,1,-7,1,1
COc1ccc(CCNC(=O)CCc2ccc(OC)cc2)cc1,-1,-1.1,-7,1,4,2,2,-2,0
CC1(C)CC(=O)C(C=NCCc2ccc(S(N)(=O)=O)cc2)=C(O)C1,1,-0.5,10,3,-3,5,-4,-2,0
CSc1nc(Oc2ccc(C)cc2)cc(C(F)(F)F)n1,3,1.6,2,-13,7,3,3,-4,0
C=CCSc1nc2[nH]ncc2c(=O)[nH]1,5,2.1,8,6,12,-7,-7,2,0
CN(C)CCCN(C(=O)CCc1ccccc1)c1nc2ccc(F)cc2s1,7,-0.9,0,7,0,-6,-1,-3,3
CCOC(=O)[C@]12CCCC=C1N(CCC1=CCCCC1)C(=O)[C@H](CC(=O)NCc1cccs1)C2,7,/,/,-13,/,-1,-8,-1,8
O=C(NCCCCCCNC(=O)OCCO)OCCO,4,0.2,3,-3,-3,0,5,2,1
Cc1ccc(C2=NN(S(C)(=O)=O)C(c3ccc4c(c3)OCO4)C2)cc1 (configuration not stated),-5,-0.6,7,-10,16,8,-4,-4,1
COc1ccc(F)cc1S(=O)(=O)N1CCN(Cc2ccc3c(c2)OCO3)CC1,3,3.0,5,-10,4,2,0,-5,2
O=S(=O)(c1ccc(Cl)cc1)N1CCN(c2nc(-c3cccs3)nc3ccccc23)CC1,4,0.4,/,-1,-31,0,0,0,2
CC1CN(C=O)CC(C)N1CCN1C(C)CN(C=O)CC1C (configuration not stated),11,-0.3,/,1,-3,2,-1,0,1
CCOc1cc(C2C(C(=O)N3CCCCC3)=C(C)NC3=C2C(=O)CC(C)(C)C3)ccc1O (configuration not stated),13,0.6,1,10,1,-2,-3,-3,0
C=CCSC(=S)Nc1c(C)n(C)n(-c2ccccc2)c1=O,8,0.1,5,0,-9,4,-5,0,2
Cc1cc(N)c(NC2=CC(=O)CC(C)(C)C2)cc1C,-11,16,4,1,-15,4,-7,-5,1
CC(C)(C)NC(=O)C(c1ccc(O)cc1)N(Cc1ccc2c(c1)OCO2)C(=O)CCl (configuration not stated),0,-0.9,/,-2,80*,5,8,1,2
CN1C(=O)N(CN2CCCCC2)C2C1N(C)C(=O)N2CN1CCCCC1 (configuration not stated),1,1.1,1,-4,-18,1,-7,0,0
O=C(c1ccc(Cn2ccc([N+](=O)[O-])n2)cc1)N1CCN(Cc2ccccc2)CC1,-1,-0.9,-1,13,14,-19,1,-11,2
COc1ccccc1CNC(=O)CSC(=S)N1CCCC1,3,0.8,1,-5,-9,-1,0,-5,0
Cn1nnnc1SCC(=O)Nc1cc(S(=O)(=O)N2CCCCC2)ccc1Cl,6,0.2,2,-9,-13,3,-1,1,2
Cc1ccc2[nH]c(=O)c(-c3noc(C(C)C)n3)cc2c1,0,0.3,4,-7,-7,2,0,-1,0
O=C(Nc1cccc(OC(F)(F)F)c1)c1ccc(Br)o1,2,1.3,5,11,-9,22,-1,-4,-3
COc1ccc(-c2cc(C(F)(F)F)nc(N)n2)cc1,6,-1.8,2,9,-24,2,-13,-1,-1
O=C(Nc1ccccn1)C(F)(F)C(F)(F)C(F)(F)C(F)(F)C(=O)Nc1ccccn1,2,-2.2,-3,-9,14,9,-1,2,1
COc1ccc(S(=O)(=O)N(CC(=O)O)Cc2ccccc2)cc1OC,2,-0.9,3,-2,0,6,-1,2,1
COc1ccc(CCNC(=O)c2c(C)nn(-c3ccccc3)c2Cl)cc1OC,-5,-3.1,-1,2,17,-3,1,-1,1
COc1ccc(C(=O)N/N=C/c2ccc3cccc(O)c3n2)cc1,6,-0.1,8,11,9,-6,-5,0,4
CC(C)c1nnc(NC(=O)C2CCCN2C(=O)Nc2cccc(Cl)c2)s1 (configuration not stated),1,-0.2,2,-1,2,-3,5,-3,2
Cc1ccc(C=NNC(=O)C(=O)Nc2ccc(Cl)c([N+](=O)[O-])c2)cc1,-3,/,/,5,/,-2,0,3,1
CC1CCCC(NC(=O)CCC(=O)N2CCOc3ccccc32)C1C (configuration not stated),10,-3.0,-3,-1,-11,0,-1,-3,2
CC(C)C[C@H](NC(=O)c1nc[nH]c1C(=O)N1CCNCC1)C(=O)OC(C)(C)C,0,-0.4,1,-13,11,20,6,-3,2
CC1(C)C(=O)Nc2ccccc2N1C(=O)COC(=O)c1cc(S(C)(=O)=O)ccc1Cl,3,1.1,/,-6,-24,3,-3,1,6
Cc1ccc(C)c(C(=O)CCC(=O)Nc2ccc(F)cc2)c1,-6,-2.0,0,-1,4,-10,2,2,3
N#Cc1nc(Cc2ccccc2)oc1NCc1ccccc1Cl,7,0.1,-5,14,41,-2,-8,-4,1
CC(C)(C)S(=O)N1Cc2cc(=O)n(Cc3ccccc3)cc2[C@H]1CCO (some centres not stated),9,-0.8,/,-3,-7,-2,-6,1,0
O=C(c1ccc(Cl)cc1)c1ccc(CN2C(=O)c3ccccc3C2=O)o1,-1,-0.5,1,-3,22,-7,-9,-2,2
CCc1cc(-c2nnn(CCC3COCCO3)c2CC)cc(CC)c1-c1cn(Cc2ccccc2)nn1 (configuration not stated),-8,-1.0,/,-13,5,-6,2,-1,6
CC(=O)N1CCN(C(=O)C(Cc2ccccc2)NC(=O)c2ccccc2)CC1 (configuration not stated),3,0.8,1,4,-9,6,2,1,3
CCOC(=O)C1(C(=O)OCC)NC(=O)CC1CC (configuration not stated),11,-1.4,/,-3,-17,5,2,3,1
COc1cc2c(cc1OC)CN(CC(=O)Nc1ccc(Cl)cc1Cl)CC2,-3,4.7,3,-22,10,-1,-1,-7,1
CCCCC(=O)Nc1ccc(C(=O)NNC(=S)NC(=O)c2cccs2)cc1,0,-1.4,-8,-3,19,28,5,-1,-2
CCN(CC)c1ccc(-c2nn3c(-c4ccccc4OC)nnc3s2)cc1,3,-4.4,5,16,14,-14,-6,-7,-2
COC(=O)c1cc(C#N)c(=O)[nH]c1C,-7,-2.2,-5,-7,17,8,6,4,2
CCOc1ccc(NC(=S)N2CCN(C/C=C/c3ccccc3)CC2)cc1,6,2.8,2,-10,-16,0,2,-5,3
NS(=O)(=O)c1ccc(CCNC(=O)CC(NC(=O)c2ccccc2Cl)c2ccccc2)cc1 (configuration not stated),8,5.3,0,8,-1,-2,-3,-4,0
O=C1OCc2cc(NC(=O)C3COc4ccccc4O3)ccc21 (configuration not stated),4,1.7,4,-11,22,4,-10,2,4
CCCC(=O)OCCNc1cc(Sc2nccn2C)c2nonc2c1[N+](=O)[O-],21,-1.5,6,36*,52*,-4,-10,-2,2
CC(c1n[nH]c(=S)n1Cc1ccccc1)N(C)C (configuration not stated),9,-0.6,2,7,3,-2,-1,2,1
NC(=O)C1(Nc2ccc(-c3ccc(Cl)cc3)cc2)CCCC1,0,-3.9,/,-25,8,1,-10,-5,8
CC1(C)CC(=O)C=C(Nc2ccc3c(c2)OCCO3)C1,-2,0.3,6,-7,5,-5,-6,-3,0
Cc1ccc(S(=O)(=O)N(CCC(=O)O)Cc2ccc(Cl)cc2)cc1,0,-0.4,8,-3,8,8,-2,0,2

# Reprinted at random: 6 compounds from above.
SMILES,CHRM5 antagonist,CRFBP-R2 agonist,IDE inh,M4 antag,CRFBP-R2 block,M4 PAM,CHRM5 PAM,M5 ag,M4 ag
CC1(C)CC(=O)C=C(Nc2ccc3c(c2)OCCO3)C1,-2,0.3,6,-7,5,-5,-6,-3,0
CCOc1ccc(NC(=S)N2CCN(C/C=C/c3ccccc3)CC2)cc1,6,2.8,2,-10,-16,0,2,-5,3
CCN(CC)c1ccc(-c2nn3c(-c4ccccc4OC)nnc3s2)cc1,3,-4.4,5,16,14,-14,-6,-7,-2
CC(c1n[nH]c(=S)n1Cc1ccccc1)N(C)C (configuration not stated),9,-0.6,2,7,3,-2,-1,2,1
CC(=O)N1CCN(C(=O)C(Cc2ccccc2)NC(=O)c2ccccc2)CC1 (configuration not stated),3,0.8,1,4,-9,6,2,1,3
NS(=O)(=O)c1ccc(CCNC(=O)CC(NC(=O)c2ccccc2Cl)c2ccccc2)cc1 (configuration not stated),8,5.3,0,8,-1,-2,-3,-4,0

# (cont.)
SMILES,CHRM5 antagonist,CRFBP-R2 agonist,IDE inh,M4 antag,CRFBP-R2 block,M4 PAM,CHRM5 PAM,M5 ag,M4 ag
O=C(Nc1cccc(Cl)c1)Nc1nnc(-c2ccccc2)o1,-4,-0.4,0,-5,7,16,-1,-3,2
C=CCOc1cccc(CNCCCN2CCOCC2)c1,3,1.0,-3,0,10,-3,-1,-1,0
COC(=O)c1ccc(/C=C/C(=O)c2ccc(OC)c(OC)c2)cc1,-3,2.9,2,4,6,5,2,-1,3
Cc1nc(COC(=O)c2ccc(S(=O)(=O)N3CCCC3)cc2)cs1,2,0.2,-4,1,2,-2,-1,-6,3
N#C/C(=C\c1cccnc1)C(=O)Nc1ccccc1[N+](=O)[O-],4,1.6,4,3,5,-5,1,0,2
Cc1ccnc(NC(=O)c2cccc(NC(=O)c3ccccc3C)c2)c1,4,0.3,4,-4,5,6,6,5,5
Cc1ccnc(SCC(=O)c2cccc([N+](=O)[O-])c2)n1,-7,-0.4,6,-5,9,6,1,-1,1
CC(C)c1cc(Cn2c3ccccc3c(=O)n2C(C)Cn2cc(COc3ccccc3)nn2)on1 (configuration not stated),-10,/,/,1,/,-4,7,3,6
CCC(=O)N1CCN=C1SCc1ccc(F)cc1,6,-2.1,5,1,29,0,-1,2,0
Cc1cc(C(F)(F)F)nc(SCC(=O)Nc2cc(C)on2)n1,-4,0.2,6,13,6,-1,0,1,0
CCC(c1nnnn1-c1ccc2c(c1)OCCO2)N1CCN(c2ccccc2OC)CC1 (configuration not stated),-1,/,/,-20,/,6,-8,5,18
CC(C)CC(NS(=O)(=O)c1ccc2c(c1)oc(=O)n2C)C(=O)NC1CCCc2ccccc21 (configuration not stated),0,-0.7,-3,-8,6,4,-4,-1,0
